Bioassay records deposited in PubChem by Broad Institute.
PAX8 inh HTS: inhibitors of PAX8 transcriptional activity in RMG-I cells; RMG-I TPO-luciferase reporter, SteadyGlo, 24 h; inhibition, % at 12.6 µM; 360,000 tested, 1.2% active;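 active means mean replicate inhibition at least 60% with every replicate also reaching 60%; inconclusive means only one of the two criteria is met; inactive means mean below 60% and not all replicates reaching 60%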;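 further: luciferase light reporting Pax8 driven TPO promoter activity; plate controls were median of neutral control wells for no effect and mitoxantrone controls for full effect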
ARNT TACC3 PPI: disrupts binding between human ARNT and TACC3; AlphaScreen His-ARNT PAS-B/GST-TACC3 binding, luminescence; TACC3 fragment carries E629A point mutation; inhibition, % at 9.99 µM; 390,000 tested, 0.66% active; AID 623870;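 active means mean inhibition of replicates at least 50% and at least half of replicates each reaching 50%; inconclusive means half or more replicates reach 50% but mean below 50%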;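 further: 0% = complete ARNT plus TACC3 wells and 100% = ARNT alone without TACC3; many hits fall short of the cut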
ERp5 block: blocks human ERp5 reductase activity on insulin; Q15084; ERp5 insulin aggregation, absorbance 650 nm, 90 min; inhibition, % at 9.99 µM; 350,000 tested, 0.05% active; AID 651711;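 active means mean replicate inhibition above about 25%, with every replicate also reaching it, limit read from the data, passing the limit was not always enough; inconclusive means only one of those two criteria met; inactive means neither criterion met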
Target sequence (Q15084 whole entry, looked up): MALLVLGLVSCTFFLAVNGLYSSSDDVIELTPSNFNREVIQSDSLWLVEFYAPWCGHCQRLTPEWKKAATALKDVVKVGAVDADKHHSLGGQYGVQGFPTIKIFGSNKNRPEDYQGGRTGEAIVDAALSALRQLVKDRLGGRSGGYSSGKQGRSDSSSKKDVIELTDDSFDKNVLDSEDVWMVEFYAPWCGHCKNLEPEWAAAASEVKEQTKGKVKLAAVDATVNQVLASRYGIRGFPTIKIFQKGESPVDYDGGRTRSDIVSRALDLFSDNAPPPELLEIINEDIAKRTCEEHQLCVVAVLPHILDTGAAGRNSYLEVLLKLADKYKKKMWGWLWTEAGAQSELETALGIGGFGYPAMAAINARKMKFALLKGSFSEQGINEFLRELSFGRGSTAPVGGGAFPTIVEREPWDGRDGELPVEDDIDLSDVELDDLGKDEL
EWS-Fli block: blocks EWS/Fli oncoprotein-driven transcription. 350,000 tested, 0.67% active. A673 NR0B1-luciferase reporter, viability-normalised. AID 651661. inhibition, % at 12.6 µM;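 active means mean inhibition of at least 50% after viability correction, with every replicate also passing that limit; inconclusive means mean reaches 50% but only one of two replicates passes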;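 further: firefly luciferase signal divided by Alamar Blue viability fluorescence both relative to DMSO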
F508del corr: correctors of CFTR F508del function in bronchial epithelial cells; CFBE cells, YFP halide quenching; stimulated with forskolin plus potentiator P3; % fluorescence drop versus neutral controls; activity (quench increase), % at 7.58 µM; 350,000 tested, 0.36% active;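 active means mean added fluorescence quench of at least 8% versus neutral control, with both replicates also reaching 8%; inconclusive means only one of the mean or replicate conditions met; inactive means mean below 8% and not both replicates reaching 8%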;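 further: cells transiently co-express mutant CFTR-F508del with the halide-sensitive YFP; corrector assay measuring rescue of mutant channel to the surface after 24 h compound exposure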
INS-1E GSIS act: primary screen for activators of insulin secretion dependent on glucose, INS-1E cells, GLuc reporter luminescence; activation, % at 16.6 µM; 370,000 tested, 0.61% active; INS-1E GLuc reporter insulin secretion, 2-3 h;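 active means lowest replicate activation of at least 40%, so every replicate reaches that level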;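 further: 0% = median of neutral control wells and 100% = median of IBMX positive control wells; some compounds called inactive have numbers as strong as hits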
XiGFP reactiv: activators of X-chromosome reactivation in mouse fibroblasts; XiGFP mouse fibroblasts, % GFP-positive cells imaging, 3 d; cells co-treated with 5-aza-dC sensitizer; scaled so ellipticine positive control = 100%; activation, % at 7.58 µM; 360,000 tested, 0.055% active;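 active means mean normalized replicate activation at least 10% and every replicate at or above 10%; inconclusive means only one of the two criteria met; inactive means mean below 10% and not all replicates reach 10%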;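 further: 0% = median of on-plate neutral control wells and 100% = ellipticine 6 µM median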
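System: 68-5-11 XiGFP fibroblast line; Timing: 3 days compound exposure; Compound dosing: one concentration, pinned; Benchmarks: positive control ellipticine, 6 µM final; Buffer or medium: DMEM containing 5-aza-dC.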
DENV2 CPE rescue: DENV2-induced cell death inhibition; AID 651640; 350,000 tested, 1.7% active; CPE inhibition, % at 9.99 µM; DENV2-infected cells, cytopathic effect rescue, plate reader; in the data active means CPE inhibition above about 20%, passing the limit was not always enough; inconclusive means no clear call, values can overlap the other calls; tested in BHK-21 cells;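 further: 0% = median of neutral control wells and 100% = median of positive control wells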
* = called active by the depositor; ? = inconclusive; . = not tested or not shown.

molecule	PAX8 inh HTS	ARNT TACC3 PPI	ERp5 block	EWS-Fli block	F508del corr	INS-1E GSIS act	XiGFP reactiv	DENV2 CPE rescue
O=C(NCc1cccnc1)C1CC(c2ccccc2Cl)=NO1 (stereo not drawn)	3.4	-5.6	0.1	-3.5	0.3	6.6	0.0	15.1
CC=Cc1ccc2n(c1=O)C[C@@H]1[C@@H](CO)[C@H](C(=O)NCc3ccccc3)[C@H]2N1Cc1ccccc1OC (mixture of isomers)	5.2	.	-5.6	10.3	-0.8	-16.8	0.0	-12.8
Fc1ccc(-n2c(Cn3nnc4ccccc43)n[nH]c2=S)cc1	4.2	23.5	-1.4	-8.3	-0.9	2.4	-0.7	11.7
Cc1ccc(S(=O)(=O)N[C@H](C(=O)OCC(=O)NC(=O)Nc2ccc3c(c2)OCCO3)C(C)C)cc1	13.6	-14.7	.	.	.	-7.3	-0.1	.
COc1ccc(NC(=O)N(C)C[C@@H]2Oc3c(NC(=O)C4CCOCC4)cccc3C(=O)N([C@@H](C)CO)C[C@@H]2C)cc1	-15.1	-12.6	-0.3	-13.7	-0.8	13.8	-0.1	2.8
CCN(Cc1ccccc1)S(=O)(=O)c1ccc(C(=O)N(CCCN(C)C)c2nc3cc4c(cc3s2)OCO4)cc1	-3.6	1.1	1.5	14.7	-1.5	-43.4	0.1	3.4
COc1ccccc1CNC(=O)C[C@H]1CC[C@@H]2[C@H](COC[C@@H](O)CN2C(=O)Nc2ccccc2)O1	12.2	4.7	0.1	1.4	0.0	15.6	0.0	-9.4
Cc1ccccc1Nc1nc(N)nc(CN2CCN(C(=O)c3ccccc3)CC2)n1	0.2	.	2.5	9.4	0.7	-6.6	0.0	1.4
Nc1ncnc2c1ncn2C1OC(CO)C(O)C1O (stereo not drawn)	-13.7	3.2	0.8	-4.7	2.3	-27.3	0.1	?
COc1cccc(C(O)c2ncc(-c3ccc(Cl)cc3)[nH]2)c1 (stereo not drawn)	-8.4	.	1.7	-1.6	-1.6	-34.2	0.1	-1.2
COCC#Cc1cnc2c(c1)C(=O)N([C@H](C)CO)C[C@@H](C)[C@@H](CN(C)Cc1ccc3c(c1)OCO3)O2	-23.3	-4.0	10.1	-8.6	-2.4	-9.5	-0.9	-3.6
O=C(O)c1cc(O)ccc1O	-16.7	-4.3	-7.2	-18.7	-4.7	6.4	0.0	3.0
O=c1c2ccccc2nc(/C=C/c2cccnc2)n1Cc1ccccc1	2.2	-8.9	-1.9	6.7	2.9	-2.5	0.2	-5.0
O=c1[nH]c2cccnc2c2ccsc12	-138.5	3.8	3.3	11.9	0.1	-6.1	0.0	-1.9
O=C(Cc1c[nH]c2ccccc12)NCc1cccs1	-1.3	0.6	-4.8	0.8	.	4.4	0.0	4.4
CC(=O)NS(=O)(=O)c1ccc(NS(=O)(=O)c2ccccc2[N+](=O)[O-])cc1	-6.0	3.1	5.9	8.6	-0.2	15.1	0.4	0.6
CC(C)NC(=O)N[C@@H]1CC[C@H](CC(=O)NCCCN(C)C)O[C@H]1CO	-0.5	.	.	1.7	2.7	9.2	0.7	.
CC(=O)c1ccc(N2CCN(c3ccc4cc(S(=O)(=O)N5CCC(C)CC5)ccc4n3)CC2)cc1	11.1	3.8	6.0	4.0	1.3	17.9	0.1	0.4
C[C@H](CO)N1C[C@H](C)[C@H](CN(C)Cc2ccc(C(=O)Nc3ccccc3N)cc2)Oc2ccc(NC(=O)C3CC3)cc2CC1=O	4.6	7.6	-0.6	64.3*	2.6	3.9	0.0	6.6
COc1cc(CCC(=O)N2CCN(S(=O)(=O)c3ccc(C)cc3)CC2)cc(OC)c1OC	7.0	32.7	7.2	2.3	1.1	8.1	0.1	-3.4
Cc1noc(C)c1S(=O)(=O)Nc1cccc2c1O[C@@H](CN(C)S(=O)(=O)c1ccccc1)[C@@H](C)CN([C@@H](C)CO)C2=O	-2.0	1.3	-1.3	-2.0	-3.1	-0.4	-0.1	5.9
Cc1nc(SCC(=O)O)c(C#N)c(C)c1CC(=O)c1ccccc1	-3.1	2.8	-5.2	18.0	-4.7	6.0	0.0	-5.2
CC1(c2ccc(OC(F)F)cc2)NC(=O)N(CC(=O)c2ccc3c(c2)OCO3)C1=O (stereo not drawn)	-5.5	-0.7	-4.2	-2.9	-0.1	5.0	0.5	?
CNC(=O)C[C@H]1CC[C@H]2[C@@H](COC[C@@H](O)CN2Cc2ccc(C(F)(F)F)cc2)O1	.	-7.8	0.2	.	1.4	-1.8	0.1	-2.8
COC(=O)Cn1c(=NC(=O)c2cc(OC)cc(OC)c2)sc2cc(OC)ccc21	0.2	4.6	.	.	.	-15.9	5.3	.
COc1cc2nc(CN3CCN(S(=O)(=O)c4c(F)cccc4F)CC3)[nH]c(=O)c2cc1OC	-3.8	-5.5	-7.7	0.8	-3.2	16.6	0.4	-2.9
Cc1ccc(S(=O)(=O)Nc2ccc3c(c2)CC(=O)N([C@H](C)CO)C[C@H](C)[C@H](CN(C)S(=O)(=O)c2ccc(Cl)cc2)O3)cc1	5.2	6.2	.	-0.5	-1.3	4.5	-0.2	-6.6
CCN(CC(=O)Nc1ccccc1C(F)(F)F)C(=O)C1CSC2(C)CCC(=O)N12 (stereo not drawn)	-6.5	-3.6	-5.1	-1.6	1.3	36.4	0.0	-4.1
O=[N+]([O-])c1ccc(Nc2nc(NCCO)nc(N3CCCC3)n2)cc1	13.3	0.3	3.5	-1.3	-0.3	16.6	0.3	9.5
COC(=O)Nc1nn(-c2ccc(Cl)cc2)c(=O)c(C#N)c1C	-15.3	-0.5	2.9	6.9	-1.9	19.2	-0.2	12.6
COC(=O)c1ccc(NC(=O)c2ccc[n+]([O-])c2)cc1	6.0	-1.4	0.8	-6.2	0.9	-24.7	-0.1	1.5
COc1cc(/C=N/NC(=O)CN(Cc2ccco2)S(=O)(=O)c2ccccc2)ccc1O	18.6	42.3	.	.	.	19.0	0.0	.
C=CC[C@]1(c2ccccc2)C(=O)N2C[C@H]3CON(C)[C@H]3C[C@H]2c2ccccc21	-20.8	.	-0.7	-1.6	0.4	-18.7	0.6	-6.7
O=C(CN1CCN(S(=O)(=O)c2cccc(Br)c2)CC1)N1CCCCC1	9.7	-0.5	1.7	-2.0	2.7	-1.0	-0.2	-9.2
Cc1ccc(-n2cc(CN3CCC(O)(c4ccccn4)CC3)c(-c3ccc(F)cc3)n2)cc1	-5.5	14.6	9.2	-17.0	0.7	-22.6	0.0	-2.6
COc1ccc(C2=NOC(C(=O)NCc3cccnc3)C2)cc1OC (stereo not drawn)	-2.4	-0.5	2.0	8.8	-1.8	18.6	0.1	-4.5
COc1ccccc1-n1cc(-c2ccc(Cl)cc2)[nH]c1=O	-1.9	-1.1	2.1	-0.4	.	.	0.1	4.9
CC[C@@]1(C(=O)OC)N[C@H](CN(C)C(=O)Nc2ccccc2)[C@@H]2C(=O)N(Cc3ccccc3)C(=O)[C@@H]21	14.1	4.5	-0.1	-0.6	-1.7	-19.1	0.0	0.4
COCCCNc1ncnc2c1nc1n2CCCC1	4.0	-6.2	4.0	-4.0	-2.1	-7.5	0.4	8.4
Cn1nc(C(C)(C)C)cc1N1C(=O)CCC1(C)C(=O)Nc1ccc2c(c1)OCCO2 (stereo not drawn)	-24.2	.	-3.7	-28.7	-1.5	4.2	0.0	24.1*
O=S1(=O)CC(N2CC=CC2)CN1Cc1cn(Cc2ccc(F)cc2)nn1 (stereo not drawn)	-9.3	.	0.1	-12.1	-2.0	1.7	0.2	0.3
CCN(CC(=O)Nc1c(F)cccc1F)C(=O)CCCN1C(=O)c2ccccc2C1=O	13.0	.	-3.0	0.4	2.0	.	0.0	3.5
CC1CCCC(NC(=O)COC(=O)Cc2ccc(Br)cc2)C1C (stereo not drawn)	13.4	-5.2	2.6	9.7	-0.8	5.4	0.1	7.0
CC(=O)N(C)C[C@H]1Oc2cc(C#Cc3ccncc3)ccc2S(=O)(=O)N([C@H](C)CO)C[C@@H]1C	.	-7.1	-3.2	-35.9	-4.6	7.9	-0.3	1.8
O=C(Nc1ccc(Cl)cc1C(=O)N1CCOCC1)c1ccco1	.	0.1	-4.4	4.7	0.1	.	.	1.1
C[C@H]1COC(=O)[C@H](CC(=O)OC(C)(C)C)C/C=C\C[C@@H](CC(=O)N[C@H](CO)Cc2ccccc2)C(=O)N1	-11.9	-4.2	-2.1	1.2	3.4	-1.7	-0.7	15.2
Cc1ccc(S(=O)(=O)N2CCN(C3CC4CCC3C4)CC2)cc1 (stereo not drawn)	8.1	0.6	-4.1	7.7	1.6	-4.3	0.0	0.4
OCc1cccc(-c2csc(C(O)(c3ccccc3)C(F)(F)F)n2)c1 (stereo not drawn)	-0.1	.	-1.5	-2.3	1.2	-15.2	0.0	2.2
COc1ccccc1NS(=O)(=O)c1cccc(C(=O)NCC(c2ccco2)N2CCCCC2)c1 (stereo not drawn)	11.3	-0.6	1.5	1.9	-0.6	1.1	0.1	-1.6
CCOC(=O)c1ccc(NC(=O)CCc2nnc3ccc(N4CCN(C)CC4)nn23)cc1	-21.1	-6.0	6.0	4.5	-0.7	11.4	0.1	15.0
CCOC(=O)C1(CCCc2ccccc2)CCN(C(=O)c2cncs2)CC1	-11.1	-15.3	-4.2	-3.0	1.6	-13.0	0.1	-7.3
OC(COc1ccc2cc(Br)ccc2c1)Cn1ccnc1 (stereo not drawn)	27.6	-15.0	-3.0	-7.3	-1.9	-25.2	0.0	-5.2
CC(C)CCN1CCN(CCCc2ccccc2)CC1CCO (stereo not drawn)	15.3	-0.8	-3.3	-2.3	1.6	-3.0	0.0	-7.5
C[C@H]1CN([C@@H](C)CO)C(=O)c2cccc(NC(=O)NC3CCCCC3)c2O[C@H]1CN(C)Cc1ccncc1	-14.9	-6.1	-1.2	0.4	-0.3	16.4	0.3	2.0
C[C@H](CO)N1C[C@H](C)[C@H](CN(C)C(=O)c2ccncc2)Oc2ncc(-c3ccc(C(=O)N(C)C)cc3)cc2C1=O	-23.6	-5.5	0.6	-3.9	-2.1	29.7	-0.4	-2.6
C[C@@H]1CCCCO[C@H](CN(C)C(=O)c2ccccc2)[C@@H](C)CN([C@H](C)CO)C(=O)c2cc(NS(C)(=O)=O)ccc2O1	-5.6	-7.8	3.4	-9.1	0.1	24.5	-1.1	-2.8
CCOC(=O)C1=CCN(S(=O)(=O)c2ccc(F)cc2)C1c1ccc(Br)cc1 (stereo not drawn)	-14.7	.	-2.6	10.8	1.4	11.6	0.1	?
COc1cccc(CN(C)C(=O)CC[C@H]2O[C@@H](n3cnc4c(NC(=O)c5ccccc5)ncnc43)[C@H](O)[C@@H]2O)c1	28.1	.	-1.6	5.7	-2.7	6.7	0.4	10.2
COc1cc(/C=N/NC(=O)NC2CCCCC2)cc(OC)c1O	5.7	-3.5	-6.7	6.7	0.2	.	0.0	-1.3
